tim10-1 inh = tim10-1 yeast growth inhibition | S. cerevisiae tim10-1 ts strain growth, BacTiter-Glo, 24 h | inhibition, % at 20 µM | hit rate 2.2% among 330,000 | AID 463190;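 active means inhibition of at least 40%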;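 further: mutant grown at 25 °C; 0% = DMSO wells with yeast and 100% = wells holding no yeast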
hIAP inh = blocks human intestinal alkaline phosphatase; purified IAP, CDP-Star luminescence, 30 min; hit rate 0.12% among 330,000; P09923; inhibition, % at 10 µM;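 active means inhibition reaching a set limit with compound at 10 µM in the primary screen, cut at about 35% in these data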;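 further: plate controls were DMSO wells with enzyme for no effect and no-enzyme buffer wells for full effect; values of inactives mirror those of a sister screen read the other way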
Target sequence (P09923 whole entry, looked up): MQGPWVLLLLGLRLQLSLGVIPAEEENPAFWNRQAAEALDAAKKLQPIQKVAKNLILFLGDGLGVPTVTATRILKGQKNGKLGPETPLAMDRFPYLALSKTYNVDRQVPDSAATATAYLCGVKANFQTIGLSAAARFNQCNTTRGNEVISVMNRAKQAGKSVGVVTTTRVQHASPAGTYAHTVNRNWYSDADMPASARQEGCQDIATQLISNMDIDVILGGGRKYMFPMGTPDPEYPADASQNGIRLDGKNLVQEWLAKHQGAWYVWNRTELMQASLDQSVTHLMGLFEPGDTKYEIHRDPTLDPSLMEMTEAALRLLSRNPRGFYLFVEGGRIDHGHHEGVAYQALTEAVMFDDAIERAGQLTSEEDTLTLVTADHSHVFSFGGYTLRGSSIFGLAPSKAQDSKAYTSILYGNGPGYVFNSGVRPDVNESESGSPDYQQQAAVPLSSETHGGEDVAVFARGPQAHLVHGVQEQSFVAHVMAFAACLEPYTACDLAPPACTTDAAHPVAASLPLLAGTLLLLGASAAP
APOBEC3A inh = blocks human APOBEC3A ssDNA deamination. P31941. recombinant A3A, FAM/TAMRA ssDNA deamination fluorescence. inhibition, % at 20 µM. hit rate 0.41% among 330,000. AID 493011;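 active means at least 40% inhibition at 20 µM here, with at most 30% in a related deaminase screen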;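 further: plate controls were A3A with DMSO for no effect and wells lacking A3A enzyme for full effect; some results filed as inactive read as strong as hits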
Target sequence (P31941 whole entry, looked up): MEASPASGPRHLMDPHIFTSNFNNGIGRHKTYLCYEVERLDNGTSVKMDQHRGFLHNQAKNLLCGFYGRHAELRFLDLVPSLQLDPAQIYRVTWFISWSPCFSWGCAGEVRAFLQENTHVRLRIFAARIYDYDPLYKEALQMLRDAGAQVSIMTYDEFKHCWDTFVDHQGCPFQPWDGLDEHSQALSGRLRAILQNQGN
mIAP inh = mouse IAP inhibition | purified mouse IAP, CDP-Star luminescence, 30 min | inhibition, % at 10 µM | hit rate 0.2% among 330,000;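 active means inhibition of at least 40% at 10 µM in the primary screen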;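 further: plate controls were DMSO with enzyme for no effect and no enzyme wells for full effect; values of inactives mirror those of a sister screen read the other way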
APOBEC3G inh = APOBEC3G (human) deaminase inhibition; Q9HC16; recombinant A3G, ssDNA deamination FAM/TAMRA fluorescence; inhibition, % at 20 µM; hit rate 0.28% among 330,000; AID 493012;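 active means inhibition of at least 40% at 20 µM, with no more than 30% in the related APOBEC3A deaminase screen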;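 further: plate controls were DMSO wells with A3G for no effect and wells lacking A3G enzyme for full effect; some compounds called inactive have numbers as strong as hits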
TIM10 inh = inhibits growth of TIM10 yeast strain | S. cerevisiae TIM10 strain growth, BacTiter-Glo luminescence, 24 h | inhibition, % at 10 µM | hit rate 1.4% among 330,000 | AID 463195;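 active means inhibition of 40% or more at the single tested concentration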;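 further: wild-type TIM10 isogenic control strain grown at permissive 25 °C; 0% = DMSO yeast wells and 100% = minimal medium wells without yeast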
mIAP activ = mouse IAP activation; muIAP, CDP-Star luminescence, 30 min; hits give high values; 1 = vehicle-only enzyme signal, 0 = enzyme-free wells; AID 2805; activation factor at 10 µM; hit rate 0.24% among 330,000;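 active means activation factor of at least 2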; further: the source names both 10 and 20 µM as test concentration; values of inactives mirror those of a sister screen read the other way
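System: Mouse IAP enzyme | Also added: CDP-Star substrate | Dosing: Compounds dispensed in DMSO | Schedule: 30 min enzyme-substrate-compound incubation at room temperature | Technique: Chemiluminescence readout | Control set: DMSO-only wells and no-enzyme negative control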
MIN6 prolif = induces beta-cell replication in MIN6 cells; proliferation, % at 10 µM; hit rate 0.29% among 330,000; MIN6 cells proliferation, ATPlite luminescence, 48 h; cells starved in 0.2% serum; 100% = growth in 10% serum; AID 2380;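 active means compounds whose signal lies at least 3.5 SD above the mean of all wells on their plate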;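 further: 0% = DMSO-treated cells in low-serum medium and 100% = 10% serum control; some compounds called inactive have numbers as strong as hits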
NALP3 yeast inh = blocks the NALP3 inflammasome reconstituted in yeast. AID 2825. Yeast reconstituted NLRP3/ASC/caspase-1, beta-gal luminescence, 24 h. inhibition, % at 10 µM. hit rate 0.39% among 330,000;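 active means inhibition of 50% or more; inactive means inhibition below 50%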;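 further: plate controls were induced DMSO wells for no effect and uninduced yeast grown without galactose for full effect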
* marks the source's active call; other numbers are inactive results.

Screening COc1ccccc1NC(=O)CSc1nnc(CCC(=O)Nc2ccccc2F)n1C returned tim10-1 inh 12, hIAP inh 12, APOBEC3A inh 0, mIAP inh 3, APOBEC3G inh -7, TIM10 inh -7, mIAP activ 0.97, MIN6 prolif 2 and NALP3 yeast inh -20.
For CSc1oc(-c2ccc(F)cc2)nc1S(=O)(=O)c1ccc(F)cc1 the results were tim10-1 inh -1, hIAP inh 8, APOBEC3A inh -5, mIAP inh -10, APOBEC3G inh -14, TIM10 inh -3, mIAP activ 1.1, MIN6 prolif 4 and NALP3 yeast inh 6.
Screening Cc1cc(C)n(CCC(=O)N2CCCC(N3CCN(c4cccc(Cl)c4)CC3)C2)n1 (stereo not given) returned tim10-1 inh 15, hIAP inh 14, APOBEC3A inh 1, mIAP inh -12, APOBEC3G inh 6, TIM10 inh 3, mIAP activ 1.1, MIN6 prolif 3 and NALP3 yeast inh 22.
Screening COc1ccc(N2C(=NC(=O)c3ccc(Br)cc3)SC3CS(=O)(=O)CC32)cc1 (stereo not given) returned tim10-1 inh -2, hIAP inh -9, APOBEC3A inh -2, mIAP inh 8, APOBEC3G inh -7, TIM10 inh 4, mIAP activ 0.92, MIN6 prolif -3 and NALP3 yeast inh -2.
COc1ccc(-n2c(SCC(=O)Nc3ccc4c(c3)OCO4)nnc2C(C)N2CCCCC2)cc1 (stereo not given) was read as tim10-1 inh 24, hIAP inh -4, APOBEC3A inh 1, mIAP inh 2, APOBEC3G inh 0, TIM10 inh -16, mIAP activ 0.98, MIN6 prolif 0 and NALP3 yeast inh -7.
O=C(CN(Cc1cccs1)C(=O)CN1C(=O)COc2ccccc21)NCc1ccco1 was read as tim10-1 inh 5, hIAP inh 20, APOBEC3A inh 1, mIAP inh 5, APOBEC3G inh -5, TIM10 inh -1, mIAP activ 0.95, MIN6 prolif -1 and NALP3 yeast inh 12.
O=C(/C=C/c1cc2c(cc1Br)OCO2)NCc1ccc(F)cc1 was read as tim10-1 inh 5, hIAP inh -6, APOBEC3A inh -1, mIAP inh 3, APOBEC3G inh -11, TIM10 inh 3, mIAP activ 0.97, MIN6 prolif -2 and NALP3 yeast inh 12.
`COCCOC(=O)c1c(C)oc2ccc(NS(=O)(=O)c3cccs3)cc12` gave tim10-1 inh 30, hIAP inh -5, APOBEC3A inh 8, mIAP inh 3, APOBEC3G inh 6, TIM10 inh 5, mIAP activ 0.97, MIN6 prolif -3 and NALP3 yeast inh -4.
For C=CCOC(=O)/C(=C\C=C\c1ccccc1)NC(=O)c1ccccc1 the results were tim10-1 inh 24, hIAP inh 10, APOBEC3A inh 1, mIAP inh 3, APOBEC3G inh -3, TIM10 inh 14, mIAP activ 0.97, MIN6 prolif -4 and NALP3 yeast inh 11.
COc1ccc(OCCC(=O)OCC(=O)Nc2cccc(Br)c2)cc1 was read as tim10-1 inh 20, hIAP inh 13, APOBEC3A inh -2, mIAP inh -11, APOBEC3G inh -5, TIM10 inh 8, mIAP activ 1.1, MIN6 prolif 0 and NALP3 yeast inh 0.
O=C(NC1CCSc2ccccc21)c1ccc(Cl)c(S(=O)(=O)N2CCOCC2)c1 (stereo not given) was read as tim10-1 inh 17, hIAP inh 9, APOBEC3A inh 10, mIAP inh 2, APOBEC3G inh 4, TIM10 inh 12, mIAP activ 0.98, MIN6 prolif -2 and NALP3 yeast inh -1.
`Cc1c(C=O)c2ccccc2n1CC(=O)O` gave tim10-1 inh 18, hIAP inh -3, APOBEC3A inh -1, mIAP inh -12, APOBEC3G inh 7, TIM10 inh 15, mIAP activ 1.1, MIN6 prolif -1 and NALP3 yeast inh 11.
`CC(=O)N1CCc2cc(S(=O)(=O)N3CCc4ccccc43)ccc21` gave tim10-1 inh 23, hIAP inh -1, APOBEC3A inh 6, mIAP inh -16, APOBEC3G inh 7, TIM10 inh 8, mIAP activ 1.2, MIN6 prolif -3 and NALP3 yeast inh 14.
`COc1ccc(NS(=O)(=O)c2cccc(C(=O)NCCCN3CCOCC3)c2)cc1` gave tim10-1 inh -5, hIAP inh -5, APOBEC3A inh 2, mIAP inh 1, APOBEC3G inh -6, TIM10 inh -5, mIAP activ 0.99, MIN6 prolif 2 and NALP3 yeast inh 27.
CCCNC(=O)c1ccccc1NC(=O)c1ccc2c(=O)n3c(nc2c1)CCC3 was read as tim10-1 inh 0, hIAP inh -8, APOBEC3A inh 2, mIAP inh -1, APOBEC3G inh 2, TIM10 inh -14, mIAP activ 1, MIN6 prolif -1 and NALP3 yeast inh 19.
S=C(Nc1cccc(Br)c1)c1ccccc1 was read as tim10-1 inh 38, hIAP inh -22, APOBEC3A inh 0, mIAP inh 2, APOBEC3G inh 0, TIM10 inh 43*, mIAP activ 0.98, MIN6 prolif -1 and NALP3 yeast inh 38.
For Nc1ncnc2c1ncn2Cc1ccccc1 the results were tim10-1 inh 2, hIAP inh -3, APOBEC3A inh 1, mIAP inh -4, APOBEC3G inh -7, TIM10 inh -2, mIAP activ 1, MIN6 prolif -1 and NALP3 yeast inh 10.
`Cc1cccc(NC(=O)c2cc(-c3cc(Cl)ccc3O)n[nH]2)c1` gave tim10-1 inh -1, hIAP inh -103, APOBEC3A inh -2, mIAP inh -18, APOBEC3G inh -7, TIM10 inh -7, mIAP activ 1.2, MIN6 prolif -1 and NALP3 yeast inh 0.
For CCc1ccc(NC(=S)/N=C(\N)Nc2nc(C)c3cc(CC)ccc3n2)cc1 the results were tim10-1 inh 28, hIAP inh -12, APOBEC3A inh -3, mIAP inh 10, APOBEC3G inh -4, TIM10 inh 14, mIAP activ 0.9, MIN6 prolif -5 and NALP3 yeast inh 15.
Cc1cccc(C)c1OCC(=O)Nc1c(C)nn(C)c1C was read as tim10-1 inh -4, hIAP inh -21, APOBEC3A inh -6, mIAP inh 4, APOBEC3G inh -6, TIM10 inh 3, mIAP activ 0.96, MIN6 prolif -1 and NALP3 yeast inh 0.

Structures listed so far that have a thiophene ring, fused or not, in the order listed:
O=C(CN(Cc1cccs1)C(=O)CN1C(=O)COc2ccccc21)NCc1ccco1 was read as tim10-1 inh 5, hIAP inh 20, APOBEC3A inh 1, mIAP inh 5, APOBEC3G inh -5, TIM10 inh -1, mIAP activ 0.95, MIN6 prolif -1 and NALP3 yeast inh 12.
`COCCOC(=O)c1c(C)oc2ccc(NS(=O)(=O)c3cccs3)cc12` gave tim10-1 inh 30, hIAP inh -5, APOBEC3A inh 8, mIAP inh 3, APOBEC3G inh 6, TIM10 inh 5, mIAP activ 0.97, MIN6 prolif -3 and NALP3 yeast inh -4.

Next section.
COC(=O)c1ccc(CN2C(=O)NC3(CCCCC3C)C2=O)o1 (stereo not given) was read as tim10-1 inh 13, hIAP inh 0, APOBEC3A inh 8, mIAP inh -2, APOBEC3G inh -1, TIM10 inh -12, mIAP activ 1, MIN6 prolif 1 and NALP3 yeast inh 2.
CNC(=O)c1cc2ccccc2o1 was read as tim10-1 inh 14, hIAP inh -17, APOBEC3A inh -2, mIAP inh 2, APOBEC3G inh 5, TIM10 inh -10, mIAP activ 0.98, MIN6 prolif 1 and NALP3 yeast inh 15.
Cc1cc(C)n(-c2nc(Nc3ccccc3)nc(-n3nc(C)cc3C)n2)n1 was read as tim10-1 inh 8, hIAP inh -8, APOBEC3A inh 13, mIAP inh 2, APOBEC3G inh -22, TIM10 inh -4, mIAP activ 0.98, MIN6 prolif -1 and NALP3 yeast inh 12.
Screening CCOc1ccc(S(=O)(=O)Nc2cccc(C(=O)N3CCN(C(C)=O)CC3)c2)cc1 returned tim10-1 inh 9, hIAP inh 0, APOBEC3A inh -4, mIAP inh 3, APOBEC3G inh -7, TIM10 inh 5, mIAP activ 0.97, MIN6 prolif 3 and NALP3 yeast inh 9.
Screening Cc1c(C(=O)NCCO)sc2nc3n(c(=O)c12)CCC3 returned tim10-1 inh 8, hIAP inh -12, APOBEC3A inh 1, mIAP inh 9, APOBEC3G inh -2, TIM10 inh 3, mIAP activ 0.91, MIN6 prolif -2 and NALP3 yeast inh 2.
COc1ccc2sc(N(CCCN(C)C)C(=O)c3ccc(S(=O)(=O)N4CCCC4)cc3)nc2c1 was read as tim10-1 inh 21, hIAP inh -14, APOBEC3A inh 0, mIAP inh -11, APOBEC3G inh -7, TIM10 inh 8, mIAP activ 1.1, MIN6 prolif -1 and NALP3 yeast inh 7.
Screening CN(CC(=O)Nc1ccc(Cl)c(C(F)(F)F)c1)C(=O)c1cc(-c2ccncc2)nc2ccccc12 returned tim10-1 inh -1, hIAP inh -10, APOBEC3A inh 4, mIAP inh 5, APOBEC3G inh -4, TIM10 inh 4, mIAP activ 0.95, MIN6 prolif -7 and NALP3 yeast inh 15.
Screening Cc1ccc(S(=O)(=O)N(C)C)cc1NC(=O)CSc1ccc2c(c1)OCCO2 returned tim10-1 inh 17, hIAP inh 6, APOBEC3A inh -5, mIAP inh 2, APOBEC3G inh -8, TIM10 inh 14, mIAP activ 0.98, MIN6 prolif 1 and NALP3 yeast inh 9.
Screening COc1ccc(CN2CCCC(N3CCN(c4cccc(Cl)c4)CC3)C2)cc1OC (stereo not given) returned tim10-1 inh -5, hIAP inh -6, APOBEC3A inh -2, mIAP inh -2, APOBEC3G inh -5, TIM10 inh 11, mIAP activ 1, MIN6 prolif 3 and NALP3 yeast inh 30.
`COC(=O)[C@@H]1CCCN1C(=O)[C@@H](NC(=O)OC(C)(C)C)C(C)C` gave tim10-1 inh -9, hIAP inh -2, APOBEC3A inh 0, mIAP inh 0, APOBEC3G inh 0, TIM10 inh 5, mIAP activ 1, MIN6 prolif -3 and NALP3 yeast inh 20.
`CC(=O)c1cccc(NC(=O)COC(=O)COc2ccc(Cl)cc2)c1` gave tim10-1 inh 11, hIAP inh -19, APOBEC3A inh 0, mIAP inh 5, APOBEC3G inh -1, TIM10 inh 5, mIAP activ 0.95, MIN6 prolif -4 and NALP3 yeast inh 18.
`O=C(NNC(=O)c1c(F)cccc1F)c1sccc1-n1cccc1` gave tim10-1 inh 6, hIAP inh 10, APOBEC3A inh 2, mIAP inh 6, APOBEC3G inh -6, TIM10 inh 10, mIAP activ 0.94, MIN6 prolif 6 and NALP3 yeast inh 12.
`O=S(=O)(Nc1ccc(Cl)cc1)c1ccc(N2CCOCC2)c(NC(=S)NC2CC2)c1` gave tim10-1 inh 16, hIAP inh -6, APOBEC3A inh 1, mIAP inh 6, APOBEC3G inh 46*, TIM10 inh 9, mIAP activ 0.94, MIN6 prolif -2 and NALP3 yeast inh 5.
`Cc1cc(C)c(NC(=O)CSc2nnc(Cc3cccn3C)n2-c2ccc(F)cc2)c(C)c1` gave tim10-1 inh 20, hIAP inh 7, APOBEC3A inh 3, mIAP inh -9, APOBEC3G inh 0, TIM10 inh 20, mIAP activ 1.1, MIN6 prolif -3 and NALP3 yeast inh 0.
O=C(Nc1ccccc1)C1=C[C@@H](c2ccc3c(c2)OCO3)C[C@@H](OCCCCO)O1 was read as tim10-1 inh 24, hIAP inh 5, APOBEC3A inh -5, mIAP inh -2, APOBEC3G inh -10, TIM10 inh 7, mIAP activ 1, MIN6 prolif -2 and NALP3 yeast inh 0.
Screening Cn1c(SCC(=O)c2ccccc2)nc2cccnc21 returned tim10-1 inh 23, hIAP inh 18, APOBEC3A inh -6, mIAP inh -2, APOBEC3G inh -5, TIM10 inh 25, mIAP activ 1, MIN6 prolif 0 and NALP3 yeast inh 9.
